# Screening results as filed in PubChem.
# GPR55 LPI antagonism: GPR55 antagonists blocking LPI-driven arrestin recruitment, primary screen, imaging, U2OS, beta-arrestin-GFP, LPI agonist (AID 2013) | U2OS GPR55 beta-arrestin-GFP translocation imaging, LPI antagonism; higher % means a stronger effect | one-dose inhibition, % at 10 µM; IC50 in µM for titrated hits | 0.13% of 290,000 active;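 active = spots per cell inhibited over 60%, with over 100 cells counted and total cytoplasm intensity under 500,000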;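 also: U2OS cells stably carrying GPR55 and arrestin-GFP stimulated by 5 µM LPI near EC80; imaged beta-arrestin-GFP aggregate spots per cell after agonist stimulation; plate controls were LPI-stimulated DMSO wells for no effect and DMSO wells without LPI for full effect; some results filed as inactive read as strong as hits; confirmed hits need IC50 under 10 µM and bright autofluorescent wells are also inconclusive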
# NTR1 ag: NTR1-driven beta-arrestin-GFP spot formation – imaging, U2OS cells, high content, primary screen (AID 493036); agonist mode; 0.17% of 330,000 active; activation, % at 20 µM; P30989;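 active = activation at or above 40% of the spot to cytoplasm intensity ratio, with at least 20 cells analyzed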;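 also: 0% = DMSO without peptide and 100% = 100 nM NTR1 peptide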
# Target sequence (P30989 whole entry, looked up): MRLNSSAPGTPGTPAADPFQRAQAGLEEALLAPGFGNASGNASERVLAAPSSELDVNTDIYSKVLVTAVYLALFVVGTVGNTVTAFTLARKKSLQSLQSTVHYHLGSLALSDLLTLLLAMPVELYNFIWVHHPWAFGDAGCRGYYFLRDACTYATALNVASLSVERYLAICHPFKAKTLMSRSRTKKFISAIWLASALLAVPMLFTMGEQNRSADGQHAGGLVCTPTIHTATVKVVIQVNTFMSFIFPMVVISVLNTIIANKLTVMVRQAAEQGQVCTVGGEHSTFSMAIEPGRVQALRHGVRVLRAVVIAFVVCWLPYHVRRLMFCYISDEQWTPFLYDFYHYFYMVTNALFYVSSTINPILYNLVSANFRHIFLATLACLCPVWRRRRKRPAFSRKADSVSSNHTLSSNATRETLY
# KOR beta-arrestin-1: KOR agonists, beta-arrestin recruitment, primary screen, cell-based, luminescence, uHTS (AID 1777) | KOR beta-arrestin recruitment, luminescence; higher % means a stronger effect | 0.02% of 280,000 active | activation, % at 10 µM; hits with a dose series show EC50 in µM; in the data active = activation above about 50%, passing the limit was not always enough; also: a part of the inactive calls stands beside numbers as strong as those of hits
# KOR beta-arrestin-2: KOR antagonists, beta-arrestin recruitment, cell-based, luminescence, uHTS (AID 1778); 0.091% of 290,000 active; inhibition, % at 10 µM, or IC50 in µM where a hit was titrated; KOR beta-arrestin recruitment, luminescence, antagonist mode; higher % means a stronger effect; in the data active = inhibition above about 50%; also: strong numbers were not always called active
# Rac1 GTP hydrolysis: MgcRacGAP GTPase-activating activity inhibitors, confirmation, biochemical, ADP Hunter fluorescence; MgcRacGAP-stimulated Rac1 GTP hydrolysis, ADP Hunter fluorescence; higher % means a stronger effect; GST-tagged Rac1 F28L mutant substrate; inhibition, % at 30 µM, or IC50 in µM where a hit was titrated; 0.6% of 340,000 active;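 active = first-screen hits whose inhibition reached a set limit at any dose in the follow-up dose series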;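 also: fluorescence reports GDP produced by GAP-driven GTP hydrolysis; strong numbers were not always called active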
# K1F lysis inhibition: protection from phage-mediated lysis, alamar blue read-out – E. coli UTI89, K1F phage, bacterial capsule biogenesis inhibitors (AID 488966); E. coli UTI89 K1F phage lysis, alamar blue, 2 h; higher % means a stronger effect; one-dose inhibition, % at 100 µM; IC50 in µM for titrated hits; 0.02% of 340,000 active;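 active = phage lysis inhibition, versus mean bacterial control, above a set limit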;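 also: capsule biogenesis inhibitors block K1F phage lysis so surviving cells raise fluorescence; higher fluorescence means more inhibition of phage lysis; actives were called in the ten point dose series up to 300 µM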
# GPR55 activation: selective activators of receptor GPR55 – imaging, U2OS cells, beta-arrestin-GFP redistribution, primary screen (AID 1961). 0.048% of 290,000 active. one-dose activation, % at 10 µM; EC50 in µM for titrated hits. U2OS GPR55 beta-arrestin-GFP redistribution imaging; higher % means a stronger effect;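 active = activation above 40% with more than 50 cells counted in the well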;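 also: U2OS osteosarcoma cells stably expressing GPR55 and beta-arrestin-GFP; plate controls were DMSO negative control for no effect and LPI positive control for full effect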
# NOD1 inhibition: NOD1 signaling inhibitors, primary screen, cell-based, luminescence, uHTS (AID 1578) | inhibition, % at 4 µM, or EC50 in µM where a hit was titrated | 1% of 290,000 active | NOD1-driven NF-kB luciferase reporter cells, luminescence; higher % means a stronger effect; in the data active = inhibition mostly above about 36%, no sharp cut-off; inactive = mostly below about 34%;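 also: HEK-293T reporter cells stimulated with the NOD1 agonist gamma-tri-DAP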
# GPR35 arrestin U2OS: inhibition of zaprinast-stimulated GPR35 beta-arrestin translocation – imaging, U2OS, beta-arrestin-GFP, zaprinast agonist, primary screen (AID 2058) | 0.052% of 290,000 active | U2OS GPR35 beta-arrestin-GFP translocation imaging, zaprinast antagonism; higher % means a stronger effect | inhibition, % at 10 µM; hits with a dose series show IC50 in µM;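 active = inhibition of at least 50% with at least 30 cells and total cytoplasm GFP at most 10,000,000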
# NTR1 ag cell count 20 µM: second read-out of NTR1 ag, no call of its own (marks repeat the call); cell count; measured here: cell count, cytotoxicity flag
# * = called active by the depositor; / = not tested or not shown; [ ] = another dose, or the depositor's remark. An excerpt, so the mix of outcomes need not match the whole.
SMILES,GPR55 LPI antagonism,NTR1 ag,NTR1 ag cell count 20 µM,KOR beta-arrestin-1,KOR beta-arrestin-2,Rac1 GTP hydrolysis,K1F lysis inhibition,GPR55 activation,NOD1 inhibition,GPR35 arrestin U2OS
COc1ccc(C)cc1S(=O)(=O)N1CCN(C(=O)c2ncoc2-c2ccccc2C)CC1,-6%,-0.6,29,4.4%,-10%,5%,0.1%,-0.1%,-45%,7%
O=C(NCc1cccs1)c1ccccc1F,14%,1.6,35,-1.8%,5%,13%,0.3%,0.4%,-14%,-8%
CC(C)CC(NS(=O)(=O)c1cccc(C(=O)O)c1)C(=O)O (stereo not drawn),-1%,-1.0,71,-5.7%,-12%,-7%,0.1%,0.6%,-16%,-12%
COc1cccc(NC(=O)CN2C(=O)CSc3ccc(S(=O)(=O)N4CCCCC4)cc32)c1,9%,-0.6,59,1.1%,0%,1%,0.1%,-0.1%,-6%,7%
Cc1cccc(S(=O)(=O)c2c(N)n(-c3ccccc3)c3nc4ccccc4nc23)c1,14%,-0.3,63,-5.3%,24%,-1%,-0.2%,1.0%,17%,7%
CC(=O)c1cccc(NC(=S)NC(=O)C(C)C)c1,17%,-0.7,37,-1.2%,2%,0%,6.9%,-0.1%,9%,4%
O=C(COC(=O)c1ccc2ccccc2c1)NCCCc1ccccc1,-8%,2.5,106,-1.2%,29%,2%,1.0%,-0.1%,-20%,4%
CCCn1ncc(CN2CCC(n3nccc3NC(=O)c3ccccc3OC)CC2)c1C,5%,-1.1,71,-4.6%,22%,7%,1.8%,0.9%,-18%,-5%
Cc1ccccc1N1CCN(C2CCCN(C(=O)c3csc(C(C)C)n3)C2)CC1 (stereo not drawn),10%,0.6,59,0.5%,-1%,8%,0.1%,-0.1%,-23%,-11%
CC(C)c1ccc(NC2CCCN(C(=O)c3ccnc(Cl)c3)C2)cc1 (stereo not drawn),12%,1.0,62,-1.2%,0%,11%,0.3%,-0.1%,-16%,-13%
Cc1csc2nc(CNS(=O)(=O)c3ccc(-c4ccccc4)cc3)cn12,11%,0.8,99,-1.8%,14%,3%,-0.6%,-0.5%,-9%,9%
CN(C)CCNC(=O)CNC(=S)N(Cc1ccccc1)Cc1cccnc1,-3%,0.8,37,-3.7%,18%,-7%,1.0%[50 µM],0.6%,-30%,7%
CCc1nc(NC(=O)NS(=O)(=O)c2ccccc2C(=O)OC)nc(OC)n1,-4%,0.7,86,-5.7%,-3%,8%,0.0%,-0.6%,20%,-14%
COc1ccc(/C=N/n2c(=O)[nH]c3c([nH]c4ccc(F)cc43)c2=O)cc1CN1CCCCC1,10%,1.3,52,-6.2%,20%,28%,0.7%,0.7%,2%,10%
CCCOc1ccc(-c2nc(C#N)c(NCC3CCCO3)o2)cc1 (stereo not drawn),3%,15,64,-5.3%,-3%,8%,7.4%,0.3%,-23%,9%
COc1ccc(C(=O)COC(=O)COc2ccc(C)c(C)c2)cc1,1%,0.3,60,3.8%,-39%,-1%,0.0%[50 µM],-0.5%,-14%,13%
O=C1CSc2ccc(S(=O)(=O)NCc3ccc(Cl)cc3)cc2N1,1%,-1.3,61,5.9%,6%,8%,0.0%,-0.2%,2%,-2%
CN(Cc1nccn1C)C(=O)CC1C(=O)NCCN1Cc1ccccc1C(F)(F)F (stereo not drawn),7%,-0.9,48,-0.9%,0%,-2%,0.1%,-0.1%,-18%,-12%
O=C(c1cccc(C(F)(F)F)c1)C1CCCN(C(=O)CCCN2CCCC2=O)C1 (stereo not drawn),11%,0.3,97,/,0%[20 µM],7%,0.3%,-0.1%,-33%,11%
CC(OC(=O)c1nsc(Cl)c1Cl)C(=O)NCCc1ccccc1 (stereo not drawn),9%,0.0,44,-1.1%,0%,-2%,0.0%,-0.1%,-44%,-6%

# Exported with values under each structure: entries from further up.
# Screens in order – GPR55 LPI antagonism	NTR1 ag	NTR1 ag cell count 20 µM	KOR beta-arrestin-1	KOR beta-arrestin-2	Rac1 GTP hydrolysis	K1F lysis inhibition	GPR55 activation	NOD1 inhibition	GPR35 arrestin U2OS
> CCCOc1ccc(-c2nc(C#N)c(NCC3CCCO3)o2)cc1 (stereo not drawn)
 : 3%	15	64	-5.3%	-3%	8%	7.4%	0.3%	-23%	9%
> COc1ccc(C(=O)COC(=O)COc2ccc(C)c(C)c2)cc1
 : 1%	0.3	60	3.8%	-39%	-1%	0.0%[50 µM]	-0.5%	-14%	13%

# Next records
SMILES,GPR55 LPI antagonism,NTR1 ag,NTR1 ag cell count 20 µM,KOR beta-arrestin-1,KOR beta-arrestin-2,Rac1 GTP hydrolysis,K1F lysis inhibition,GPR55 activation,NOD1 inhibition,GPR35 arrestin U2OS
COc1cccc(CN2CC(C(=O)NCc3cccc(Cl)c3)CCC2=O)c1 (stereo not drawn),-17%,-1.0,60,1.8%,-8%,12%,0.3%,-0.2%,-12%,-7%
COc1ccc(/C=C2\SC(=O)N(CC(=O)NC3CCS(=O)(=O)C3)C2=O)cc1 (stereo not drawn),-13%,0.4,53,6.7%,-168%,2%,0.0%,0.3%,29%,18%
Cc1cc(NC(=O)c2ccc3c(c2)OCO3)no1,4%,0.7,96,-1.4%,25%,11%,-0.9%,0.0%,-34%,10%
COc1ccc(N2CC(C(=O)N[C@@H](CC(C)C)C(=O)NC3CCCCC3)CC2=O)cc1 (stereo partly drawn),-4%,1.1,59,-1.7%,2%,-31%,0.0%,0.3%,-11%,16%
O=C(N/N=C/c1cc(Br)c(O)c(Br)c1)c1cc2c(ccc3ccccc32)o1,1%,4.6,92,6.0%,-47%,6%,0.4%,-0.1%,22%,-9%
CCOC(=O)N1c2ccccc2Sc2ccccc21,5%,0.3,75,/,-5%[20 µM],1%,0.2%,-0.1%,-8%,7%
Cc1cccc(Nc2nc(N)nc(CC(=O)CSc3ccc(Cl)cc3)n2)c1,2%,/,/,0.5%,-1%,/,/,0.4%,-18%,-2%
Oc1ccccc1/C=N/[n+]1ccccc1,-8%,-1.0,60,1.4%,9%,4%,0.1%,-0.3%,-3%,0%
N=C1SC(CC(=O)Nc2ccc([N+](=O)[O-])cc2)C(=O)N1c1ccccc1 (stereo not drawn),3%,1.7,44,-0.1%,33%,/,/,-0.2%,-6%,-6%
O=C(Oc1cccc(/C=N/Nc2nc(N3CCOCC3)nc(N3CCOCC3)n2)c1)c1ccco1,13%,9.1,81,2.1%,-2%,6%,-0.8%,-0.1%,13%,13%
COc1ccc(C)cc1NC(=O)C1CCN(S(=O)(=O)c2ccccc2)CC1,-14%,1.4,64,1.3%,24%,7%,1.1%[50 µM],-0.2%,2%,-19%
COc1ccc(N(C(=O)c2ccn[nH]2)C(C(=O)NC2CCCC2)c2ccc(F)cc2)cc1 (stereo not drawn),-2%,1.6,49,1.7%,-9%,6%,-0.6%,-0.2%,27%,-16%
NC(=O)COC(=O)c1cc(-c2cccs2)nn1-c1ccccc1,5%,0.0,39,5.8%,-23%,3%,-0.2%,-0.1%,-27%,1%
N#Cc1c2c(c(N3CCN(c4ccccn4)CC3)n3c1nc1ccccc13)CCC2,8%,/,/,0.5%,4%,/,/,-0.2%,-12%,-4%
CCN(CC)S(=O)(=O)c1ccc(N2CCOCC2)c(NS(=O)(=O)c2ccc(C(C)C)cc2)c1,7%,1.9,52,8.4%,7%,5%,2.2%,0.2%,-16%,0%
Cc1cc(NC(=O)CSc2ccc3nnc(-c4ccc(F)cc4)n3n2)no1,-10%,-0.5,65,0.1%,4%,4%,-1.2%,0.0%,18%,4%
CC(=O)Nc1ccc(S(=O)(=O)N2CCC(NC(=O)C(Cc3cccn3C)NC(C)=O)CC2)cc1 (stereo not drawn),13%,0.6,54,-0.4%,2%,-10%,-1.0%,-0.1%,-18%,3%
CSc1ccc(S(=O)(=O)NCCCn2ccnc2)cc1,-3%,0.6,52,2.4%,-17%[20 µM],15%,2.7%,-0.3%,22%,13%
O=C(O)/C=C/c1ccc(-c2cccc(C(F)(F)F)c2)o1,3%,-1.2,73,0.0%,25%,11%,0.1%,-0.6%,-23%,-5%
CCOC(=O)N1CCN(CC(=O)N2CCC(C(N)=O)CC2)CC1,16%,-0.7,54,-3.5%,-9%,16%,-0.1%,-0.9%,-10%,-1%
CCCOc1ccc(-c2nc(SCc3ccccc3)[nH]c(=O)c2C#N)cc1OC,14%,4.0,53,-2.2%,0%,4%,0.2%,-0.1%,0%,7%
Cn1nnnc1-c1cc(Cl)cc(Cl)c1,-4%,0.1,41,3.9%,-31%,6%,-0.5%,1.5%,13%,-9%
Cc1ccc(C)c(S(=O)(=O)N(C(=O)c2ccncc2)c2ccc(OC(=O)c3ccncc3)cc2)c1,-5%,2.7,47,-1.6%,22%[20 µM],7%,-0.3%,-0.1%,-5%,8%
Cc1ccc(C(=O)NC2CCCCCC2)cc1S(=O)(=O)N1CCOCC1,-10%,0.6,40,2.6%,-13%,-1%,-0.2%[50 µM],0.0%,-44%,-6%
Cc1ccc(NC(=O)COc2ccccc2)c(NC(=O)c2ccco2)c1,5%,0.5,50,-2.3%,-11%,7%,0.5%[50 µM],0.5%,-38%,-11%
CCOC(=O)c1cnc2nc(C(F)(F)F)[nH]n2c1=O,7%,-1.8,101,4.9%,0%,1%,1.8%,-0.1%,3%,-2%
Cn1c(=O)[nH]c(=O)c2c1nc(Br)n2Cc1ccccc1F,-3%,-1.1,37,-3.8%,22%,5%,-0.6%,-0.2%,22%,-3%
Cc1cccc(NC(=O)COc2ccc(/C=C\c3[nH]c(=O)[nH]c(=O)c3[N+](=O)[O-])cc2)c1,6%,0.0,36,-0.5%,-36%[20 µM],8%,-1.0%,-0.1%,-36%,9%
COC(=O)c1ccccc1NC(=S)N1CCOCC1,7%,1.6,72,-1.9%,-42%[20 µM],3%,0.4%,-0.2%,-11%,4%
Clc1ccc(Cl)c(-c2ccc(/C=N/c3ncn[nH]3)o2)c1,22%,2.1,81,-4.4%,-8%,0%,4.0%,-0.1%,1%,-23%
CC(C)NS(=O)(=O)c1ccc(NC(=O)C2CCCCC2)cc1,10%,-0.5,52,-2.4%,3%,4%,6.1%,-0.2%,-2%,-5%
Cc1cc2cc3c(cc2nc1SCC(=O)O)CCC3,-16%,3.0,52,4.4%,4%,0%,-0.1%,0.1%,8%,-3%
COc1ccccc1NC(=S)NC(=O)c1c(-c2ccccc2Cl)noc1C,8%,1.3,86,-1.2%,-20%,10%,0.3%,0.1%,-14%,3%
CC(=O)Nc1sc(N/N=C\c2ccccc2Cl)nc1-c1cccs1,-7%,1.3,54,9.7%,-8%,5%,2.2%[50 µM],1.0%,52%,8%
O=C(Cn1c(C(F)(F)F)nc2ccccc21)NCCN1CCCC1,20%,0.8,60,/,/,-4%,-0.8%,-0.2%,-29%,1%
CCOC(=O)CCCNC(=O)CCNC(=O)c1ccc(OCCC(C)C)cc1,4%,0.0,57,-3.8%,15%,/,/,1.2%,-6%,-4%
